From PubChem BioAssay
PfM18AAP inh: blocks P. falciparum M18 aspartyl aminopeptidase; recombinant PfM18AAP, H-Glu-NHMec fluorogenic cleavage; 290,000 compounds, 1.2% hits; inhibition, % at 7.35 µM;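 active = inhibition above the campaign mean inhibition over all tested compounds plus 3 SD, cut at about 28% in these data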;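 note: 0% = plate median of test compound wells and 100% = 2 mM ZnCl2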
MEKK2mut PB1 HTS: signal of MEK5 binding to mutant human MEKK2 PB1 domain; bead flow cytometry, Alexa488-MEK5 binding to MEKK2 mutant; percent response, % at 10 µM; 290,000 compounds, 0.35% hits; AID 1530; in the data active = percent response above about 24%, passing the limit was not always enough; note: inactives centre near 1; some results filed as inactive read as strong as hits
IMP-1 inhibitor: blocks Pseudomonas aeruginosa IMP-1 metallo-beta-lactamase; purified IMP-1, nitrocefin hydrolysis, epi-absorbance fluorescence; inhibition, % at 5.6 µM; 290,000 compounds, 0.45% hits;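 active = inhibition above the mean plus 3 SD of all compounds in the same screening run, cut at about 4.5% in these data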;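 note: 0% = IMP-1 with DMSO and 100% = DMSO wells lacking enzyme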
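Assay system: purified recombinant IMP-1 beta-lactamase. Input: IMP-1 0.2 nM before substrate addition. Buffer or medium: Zinc- and detergent-supplemented HEPES buffer, pH 7.1. Schedule: 25 °C, 15 min preincubation, 25 min reaction. Signal: Epi-absorbance fluorescence, 480 nm excitation, 530 nm emission. Evaluation: percent inhibition from optical density relative to buffer-blank wells.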
MEKK2 WT-MEK5: raises or lowers MEK5 binding to wildtype human MEKK2 PB1 domain; binding response (% of control), % at 10 µM; 290,000 compounds, 1.1% hits; AID 1531; bead flow cytometry, Alexa488-MEK5 binding to MEKK2 WT; actives lie on both sides; Q9Y2U5; in the data active = binding response below about 67% or above about 130%
VIM-2 inhibitor: inhibitors of Pseudomonas aeruginosa VIM-2 metallo-beta-lactamase; purified VIM-2, nitrocefin hydrolysis, epi-absorbance fluorescence; inhibition, % at 5.6 µM; 290,000 compounds, 0.89% hits;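 active = inhibition above the mean of all tested compounds plus 3 SD, cutoff set per screening run, cut at about 7.5% in these data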;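 note: red hydrolysis product quenches plate fluorescence so inhibitors raise well fluorescence; 0% = enzyme with DMSO and 100% = DMSO without enzyme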
HCV NS3 hel inh: blocks Hepatitis C virus NS3 helicase unwinding. 290,000 compounds, 0.56% hits. NS3 helicase DNA unwinding, Cy5 molecular beacon fluorescence. inhibition, % at 10.9 µM. AID 1800;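 active = inhibition above the mean of all tested compounds plus 3 SD, set per campaign, cut at about 35% in these data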;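 note: 0% = DMSO wells and 100% = thioflavine S control wells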
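System: Hepatitis C virus NS3 helicase domain fragment enzyme | Reagent: Annealed dual-labelled DNA beacon duplex, ATP-started | Compound dosing: 10.9 µM single point, 0.8% DMSO | Incubation: 1 h reaction at 25 °C, ATP-initiated | Technique: Cy5 fluorescence | Evaluation: Percent inhibition from t60/t0 fluorescence ratio | Benchmarks: Low DMSO, high thioflavine S at 110 µM | Replication: Singlicate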
DNA FID counter: fluorescent intercalator displacement, NS3 helicase counter-screen; inhibition, % at 7.9 µM; AID 1845; 290,000 compounds, 0.17% hits; DNA fluorescent intercalator displacement, fluorescence; in the data active = inhibition above about 37%;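 note: 0% = vehicle and 100% = reference compound; higher means more ethidium bromide displaced from hairpin DNA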
NALP1 yeast inh: NALP1 inhibition | S. cerevisiae NALP1/ASC/caspase-1 growth, X-gal OD620, 72 h | inhibition, % at 10 µM | 280,000 compounds, 0.61% hits; in the data active = inhibition mostly above about 24%, no sharp cut-off; inactive = mostly below about 32%; note: some compounds called inactive have numbers as strong as hits
UBC9 SUMO inh: inhibitors of human SUMOylation (UBC9); P63279; HTRF SUMOylation assay, SAE1/SAE2 + UBC9, in vitro; inhibition, % at 35 µM; 290,000 compounds, 0.36% hits; in the data active = inhibition above about 50%, passing the limit was not always enough; note: strong numbers were not always called active
Target sequence (P63279 whole entry, looked up): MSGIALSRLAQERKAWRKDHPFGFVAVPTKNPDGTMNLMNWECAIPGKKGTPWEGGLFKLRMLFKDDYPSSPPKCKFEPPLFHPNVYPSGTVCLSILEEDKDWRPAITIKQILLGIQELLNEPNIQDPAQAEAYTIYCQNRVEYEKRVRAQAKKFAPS
* hit, by the source's call; . = not tested or not shown.

SMILES | PfM18AAP inh | MEKK2mut PB1 HTS | IMP-1 inhibitor | MEKK2 WT-MEK5 | VIM-2 inhibitor | HCV NS3 hel inh | DNA FID counter | NALP1 yeast inh | UBC9 SUMO inh
CC(=O)c1cccc(NC(=O)c2c(C)nn(-c3ccccc3)c2Cl)c1 | -3 | 0 | -3.8 | 101 | -4.6 | 1 | -26 | 8 | 8
O=C(c1ccccc1)N1N=C(c2ccccc2)CC1(O)C(F)(F)F (centres undefined) | 1 | -3 | -1.1 | 98 | 0.3 | 2 | -17 | 1 | -8
CC(C)(C)c1cnnn1-c1ccc(/C=N/Nc2ccc([N+](=O)[O-])cc2)cc1 | 7 | 0 | -0.5 | 107 | -1.8 | -3 | 3 | 22 | -7
COc1ccc(-c2nc3ccccc3n2OCC(=O)O)cc1 | -1 | 2 | -2.2 | 102 | -3.3 | 9 | -1 | 13 | 12
COc1ccc2nc(/C(C#N)=C\c3ccc(C(=O)O)cc3)[nH]c2c1 | 0 | 44 | -1.9 | 7.0* | -0.5 | 4 | -7 | -2 | 52*
CS(=O)(=O)NCC(c1cccnc1)N1CCN(c2ccc(F)cc2)CC1 (centres undefined) | -3 | 1 | -4.3 | 96 | 0.7 | -7 | -4 | 15 | 2
CCOc1ccc(-c2nc3n(c(=O)c2C#N)CCS3)cc1 | 3 | -7 | -3.1 | 96 | -1.7 | 9 | 6 | 8 | 30
COc1ccccc1N1CCN(C(=O)c2cccs2)CC1 | -2 | 2 | -2.3 | 101 | -2.6 | -3 | -17 | -13 | 5
COCCCNC(=O)CNC(=O)c1cn(-c2ccccc2OC)c(=O)c2ccccc12 | 1 | -14 | -2.5 | 87 | -3.9 | -7 | -2 | -2 | -2
CCN(CC)C(=O)/C(=C/c1ccc2c(c1)OCO2)NC(=O)c1ccc(Br)cc1 | 3 | 0 | -1.2 | 103 | -3.9 | 3 | -23 | 35 | 11
COc1ccc(CCNC(=O)C(=O)Nc2ccc3c(c2)OCO3)cc1OC | -2 | -5 | -0.7 | 94 | -2.7 | -9 | 0 | 1 | -3
COc1ccc(-c2cn(CCCOCc3ccccc3)nn2)cc1 | 0 | 0 | -1.3 | 101 | -1.8 | 12 | -33 | 7 | -1
CCC(=O)Nc1c(C)ccc2nsnc12 | -2 | 1 | -2.9 | 95 | -1.8 | 4 | -3 | 20 | 18
CCOC(=O)C1CCN(C(=O)Nc2ccc3c(c2)nc(C)n3C)CC1 | 6 | 6 | -7.2 | 103 | -2.6 | -6 | 0 | -4 | 12
COc1ccc(CNC(=O)c2cc(SC)ccc2Cl)cc1OC | -6 | -3 | -1.3 | 95 | 0.7 | 5 | -16 | -8 | 12
Cc1nc(C)c(-c2csc(Nc3cccc(O)c3)n2)s1 | 1 | 1 | -3.8 | 103 | -0.7 | -13 | -7 | 7 | -7
CCOc1ccc(NS(=O)(=O)c2ccc(OC)c(NC(=O)c3ccc4c(c3)OCCO4)c2)cc1 | -9 | -3 | 0.2 | 94 | -2.7 | 4 | -19 | 21 | 3
O=C(NCCN1CCOCC1)c1cc(Cl)ccc1Cl | -3 | 7 | -3.6 | 101 | -1.6 | 11 | -3 | 0 | -1
C=CCN1CCN(C(c2ccc(Cl)cc2)c2nnnn2CCc2ccc(OC)c(OC)c2)CC1 (centres undefined) | 0 | 6 | -1.4 | 106 | -3.8 | -4 | 14 | 28 | -9
CC(=O)c1ccc(N2CCN(C(=O)CCc3ccccc3)CC2)cc1 | 6 | 12 | -1.9 | 109 | -2.2 | 0 | -31 | 4 | 14

2 entries from above in another layout:
COc1ccc(CCNC(=O)C(=O)Nc2ccc3c(c2)OCO3)cc1OC
  PfM18AAP inh: -2; MEKK2mut PB1 HTS: -5; IMP-1 inhibitor: -0.7; MEKK2 WT-MEK5: 94; VIM-2 inhibitor: -2.7; HCV NS3 hel inh: -9; DNA FID counter: 0; NALP1 yeast inh: 1; UBC9 SUMO inh: -3
COCCCNC(=O)CNC(=O)c1cn(-c2ccccc2OC)c(=O)c2ccccc12
  PfM18AAP inh: 1; MEKK2mut PB1 HTS: -14; IMP-1 inhibitor: -2.5; MEKK2 WT-MEK5: 87; VIM-2 inhibitor: -3.9; HCV NS3 hel inh: -7; DNA FID counter: -2; NALP1 yeast inh: -2; UBC9 SUMO inh: -2

Continuation.
SMILES | PfM18AAP inh | MEKK2mut PB1 HTS | IMP-1 inhibitor | MEKK2 WT-MEK5 | VIM-2 inhibitor | HCV NS3 hel inh | DNA FID counter | NALP1 yeast inh | UBC9 SUMO inh
COc1ccc(NC(=O)c2cc(S(=O)(=O)N3CCCCC3)ccc2OC)cc1 | -3 | -4 | -3.1 | 101 | 2.0 | -3 | -35 | 10 | -10
O=C(Nc1cccc(S(=O)(=O)N2CCCCC2)c1)c1cnccn1 | 3 | -2 | -2.7 | 99 | 0.0 | -4 | -1 | 15 | 16
C=CCN(C(=O)CN1CCCCC1)c1nc(-c2ccccc2)cs1 | 5 | 13 | -1.4 | 115 | -0.3 | -25 | 1 | 23 | -3
CCn1cc(C(=O)NCc2ccccc2OC)c(=O)c2cc(S(=O)(=O)N(C)C)ccc21 | 1 | 2 | -2.7 | 109 | -1.8 | 2 | -3 | . | 15
COc1cc(OC)cc(C(=O)NCC2CCCN(Cc3cccc(C(C)=O)c3)C2)c1 (centres undefined) | -1 | 4 | -4.1 | 102 | -2.7 | -13 | -11 | 10 | 1
C/C(=N\NC(=O)c1cccc(O)c1)c1ccc(NC(=O)Cc2ccccc2)cc1 | 5 | 6 | -2.8 | 107 | -3.8 | -9 | -20 | 0 | 3
Nc1c(C(=O)Nc2ccccc2)sc2nc(-c3ccco3)ccc12 | 13 | -6 | 0.8 | 84 | 2.6 | 83* | 0 | 1 | 58*
O=C(NC(=S)Nc1ccc(N2CCCCC2)c(Cl)c1)c1ccc2c(c1)OCCO2 | 0 | . | -1.1 | . | -3.6 | 2 | -1 | 27 | 2
CCOC(=O)c1ccc(Oc2cc(C)nc(SC)n2)cc1 | -8 | 5 | -1.4 | 97 | 0.9 | 4 | -17 | . | 10
CC(=O)c1ccc(OCc2cc(C(=O)N(C)C(C)c3ccon3)no2)cc1 (centres undefined) | -2 | 8 | -1.6 | 111 | 0.6 | -3 | -26 | 15 | 8
COc1ccc(S(=O)(=O)N2CCN(C/C=C/c3ccccc3)CC2)cc1F | 1 | -5 | -1.4 | 96 | -2.0 | -15 | -8 | 23 | -19
COc1ccc(OC)c(/C=C/c2ccc3cccc(O)c3n2)c1 | 12 | 5 | -5.0 | 106 | -5.6 | 60* | -31 | 6 | 16
Cc1cc(=O)oc2ccc(OCC(=O)NCc3ccco3)cc12 | 12 | -1 | -4.1 | 98 | -4.2 | -4 | -6 | 6 | -5
Cc1cccc(C(=O)Nc2cccc(C(=O)N/N=C/c3ccc4c(c3)OCO4)c2)c1 | 12 | 6 | -3.3 | 99 | -3.3 | 3 | -32 | 7 | 7
O=C(CCNC(=O)N1CC(=O)Nc2ccccc21)Nc1ccc(Br)cc1F | -5 | 2 | -2.9 | 104 | -0.9 | 1 | -28 | 18 | -4
CC(=O)N/C(N)=N/c1nc2cc(C)ccc2o1 | 0 | 8 | -1.2 | 109 | -2.8 | -9 | -5 | 7 | 14
COc1ccc(N(C)C(=O)C2CCCN2S(=O)(=O)c2cccc3nsnc23)cc1 (centres undefined) | -3 | 2 | -1.7 | 105 | -1.9 | -10 | -25 | 29 | 10
O=C(Cn1cnc2ccccc2c1=O)NCC(=O)N1CCN(Cc2ccc3c(c2)OCO3)CC1 | 4 | 8 | -1.5 | 108 | -1.9 | 3 | -8 | 1 | 6
Cc1cc(C)c[n+](C2=C([O-])c3ccccc3C(=O)/C2=N\S(=O)(=O)c2cccs2)c1 | -3 | 1 | -3.6 | 101 | -1.4 | -6 | 4 | 33 | 28
O=S(=O)(NCc1ccccn1)c1cccc2nsnc12 | 0 | -8 | -5.9 | 96 | -3.0 | 0 | -3 | 2 | 4
N#CCC(=O)Nc1ccc(C(=O)OCC(=O)N(Cc2ccccc2)C2CCS(=O)(=O)C2)cc1 (centres undefined) | 2 | -44 | -2.1 | 92 | -2.7 | 9 | -13 | -2 | 29
Cc1ccc(NC(=O)NC2CCCCCCC2)cc1 | -1 | -5 | -1.7 | 94 | -1.9 | 3 | -22 | 10 | -4
Cc1cc(CN(C)C(=O)c2cc(COc3ccc(F)cc3Cl)on2)n[nH]1 | -3 | -8 | -3.3 | 89 | -3.2 | -11 | -13 | 1 | 5
COc1cc(NC(=O)C(C)Oc2ccccc2)c(C(=O)O)cc1OC (centres undefined) | 2 | 0 | -2.5 | 92 | -1.0 | 8 | -14 | 16 | 6
COc1ccc(CSc2nnnn2C)cc1[N+](=O)[O-] | -6 | -5 | -2.4 | 94 | -4.2 | -2 | 1 | 5 | 20
O=C(NCCc1cccs1)C1CC(c2ccccc2[N+](=O)[O-])=NO1 (centres undefined) | 5 | -1 | -2.9 | 103 | -3.7 | -2 | 0 | 2 | 4
Cc1cc(C(=O)Oc2cccnc2)ccc1[N+](=O)[O-] | -6 | -1 | -1.3 | 92 | -6.3 | -4 | 2 | 26 | -2
COC(CNC(=O)CN1C(=O)COc2ccc(S(=O)(=O)N3CCOCC3)cc21)OC | -4 | 0 | 0.0 | 96 | -1.1 | 0 | 0 | 19 | -1
O=C(O)CNC(=O)c1ccc(NC(=O)/C(=C/c2ccccc2)NC(=O)c2ccco2)cc1 | -9 | 1 | -1.4 | 101 | 0.9 | 1 | -9 | 2 | 14
CC(=O)Nc1ccc(Oc2cc(N)cc([N+](=O)[O-])c2)cc1 | -8 | 3 | -2.4 | 100 | -2.5 | 17 | 7 | 7 | 15
CCOc1ccc(C(=O)Nc2ccc(-c3cc4ccccc4oc3=O)c(C)c2)cc1[N+](=O)[O-] | -1 | -1 | -0.9 | 98 | 0.0 | -12 | 1 | 22 | 14
COc1ccc(C(=O)NC2CCN(C(=S)Nc3ccc(C)c(C)c3)CC2)cc1 | 0 | -1 | -3.0 | 97 | -2.8 | -3 | -7 | 24 | -8
Cc1nnc(NC(=O)CSc2ccc3nnc(-c4ccccn4)n3n2)s1 | 11 | -1 | -3.8 | 105 | -2.5 | 19 | -3 | 1 | 1
CN(C(=O)COC(=O)/C=C/c1cccc([N+](=O)[O-])c1)C1CCS(=O)(=O)C1 (centres undefined) | 2 | 1 | -2.5 | 106 | -1.1 | 1 | 4 | 14 | 26
Cc1ccc(Cc2nc3ccccc3[nH]2)cc1 | -3 | -3 | -1.6 | 98 | -0.9 | -9 | -9 | 12 | 0
CCC(C(=O)N1CCCCCC1)n1nc(C)n2c(cc3occc32)c1=O (centres undefined) | -1 | 2 | -5.7 | 95 | -2.7 | 11 | -18 | -8 | -4
COc1ccc(OC)c(NC(=O)NCCc2c[nH]c3ccccc23)c1 | 1 | -1 | -3.1 | 100 | -2.5 | 13 | -12 | 19 | -3
COc1ccc(C(=O)CSc2nnc(CNC(=O)c3ccccc3)n2C)cc1 | -15 | -3 | -0.8 | 96 | 0.6 | -3 | -27 | 13 | 4
CC(C)OCCCNS(=O)(=O)c1ccc2ccccc2c1 | 2 | 4 | 0.3 | 103 | -2.9 | -4 | -15 | -2 | -1
Nc1c(Cl)ncnc1N1CCOCC1 | -4 | 4 | -1.7 | 107 | -7.5 | -1 | 1 | 4 | 20

This is a random part of the collection; about 4.7% have a hit in one of these screens.
